# Screening results from PubChem BioAssay.
# ALOX12 inh: Primary qHTS assay for inhibitors of human arachidonate 12S-lipoxygenase (ALOX12): Round 2; Polyunsaturated fatty acid lipoxygenase ALOX12 (Homo sapiens), P18054; purified 12hLO, xylenol orange hydroperoxide absorbance; Potency, µM (top dose mostly 108 µM), without a hit: top-dose activity change, negative = inhibition, usual class: inhibitors; 1.1% of 580,000 active; further: on the % scale 0 is the no-effect control and ±100 the full control effect
#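 Purified human 12hLO at 150 nM in 25 mM Hepes, 0.01% Triton X-100, pH 7.0, preincubated 15 min at room temperature with compound. Reaction started with 40 uM arachidonic acid, 30 min at room temperature. Hydroperoxide measured by Fe-xylenol orange, 573/405 nm absorbance ratio.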
# rTrxR1 inhibitor: qHTS Assay for Inhibitors of Mammalian Selenoprotein Thioredoxin Reductase 1 (TrxR1): qHTS | Thioredoxin reductase 1, cytoplasmic (Rattus norvegicus), O89049 | recombinant rTrxR1, NADPH fluorescence consumption, selenite substrate | Potency, µM (doses to about 114 µM), without a hit: at the top dose activity change, negative = inhibition, most hits filed as inhibitors | 1% of 390,000 active | AID 588453, 2011; further: on the % scale 0 is the no-effect control and ±100 the full control effect; nearly all actives have a fitted effect of over 65% in size
#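 Rat TrxR1 (90 nM in the dispensed reagent) was pre-reduced with 400 uM NADPH for 5 min at room temperature, then incubated with compound for 15 min. After 400 uM selenite was added, NADPH fluorescence (Ex 340/Em 450 nm) was followed for 8 min.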
# Tb PGK inh: qHTS Assay to Find Inhibitors of Phosphoglycerate Kinase; Phosphoglycerate kinase, glycosomal (Trypanosoma brucei brucei), P07378; PGK/GAPDH coupled, Kinase-Glo luminescence, 60 min; Potency, µM (highest dose often 57.5 µM), without a hit: at the highest dose activity change, negative = inhibition, usual class: inhibitors; 0.043% of 380,000 active; further: on the % scale 0 is the no-effect control and ±100 the full control effect; nearly all actives have a fitted effect of over 60% in size
#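 Recombinant glycosomal PGK reaction used 1,3-bisphosphoglycerate generated in-well by GAPDH (100nM final) in 100mM TEA pH 7.6, 5mM MgCl2, 0.01% Tween-20. After 60 minutes at room temperature, ATP was read by Kinase-Glo Plus luminescence end-point.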
# Pin1 inhibitor: qHTS Assay to Find Inhibitors of Pin1 | Peptidyl-prolyl cis-trans isomerase NIMA-interacting 1 (Homo sapiens), Q13526 | Pin1 FP peptide displacement, HiFluor488, 10 min | Potency, µM (highest dose often 115 µM), without a hit: at the top dose activity, negative = inhibition, usual class: inhibitors | 0.009% of 390,000 active; active means well fitted inhibition curve with a large enough effect in the polarisation, with a control signal flat, not every such curve was filed as active; inconclusive means small, poorly fitted or top-dose-only effect, or effect the other way, or a change in a side signal; inactive means no such curve, though single readings can be large or run the other way; the % refers to the polarisation; further: on the % scale 0 is the no-effect control and ±100 the full control effect
# ERG-DNA inh: qHTS for Small Molecule Inhibitors of the ERG Ets/DNA interaction; Potency, µM (series often up to 76.9 µM), without a hit: at the top dose FP activity, negative = inhibition, usual class: inhibitors; Transcriptional regulator ERG (Homo sapiens), P11308; 0.028% of 370,000 active; fluorescence polarization, His-ERG Ets domain / labelled DNA; active means well fitted inhibition curve with a large enough effect in the polarisation, with a control signal flat; inconclusive means small, poorly fitted or top-dose-only effect, or effect the other way, or a change in a side signal; inactive means no such curve, though single readings can be large or run the other way; the % refers to the polarisation;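 further: polarization taken with two DNA probes labelled with fluorescein and Texas red; % of control where 0% means no effect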
#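 His-tagged ERG Ets domain (1 uM in the protein solution; 300mM KCl, 50mM Tris-HCl, 1mM EDTA, 1mM DTT, pH 7.5) received compound, then a probe mix of 5 nM fluorescein-DNA and 100nM Texas-615-DNA. Fluorescence polarization was read for both dyes.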
# JMJD2A Tudor: qHTS Assay for Inhibitors of JMJD2A-Tudor Domain; Lysine-specific demethylase 4A (Homo sapiens), O75164; AID 504339, 2011; 4.4% of 390,000 active; AlphaScreen JMJD2A-Tudor / H3K4me3 peptide binding; Potency, µM (top dose mostly 114 µM), for inactives: top-dose activity change, negative = inhibition, usual class: inhibitors; further: on the % scale 0 is the no-effect control and ±100 the full control effect; nearly all actives have a fitted effect of over 50% in size
# Target sequence (O75164 whole entry, looked up, the tested form may be a part): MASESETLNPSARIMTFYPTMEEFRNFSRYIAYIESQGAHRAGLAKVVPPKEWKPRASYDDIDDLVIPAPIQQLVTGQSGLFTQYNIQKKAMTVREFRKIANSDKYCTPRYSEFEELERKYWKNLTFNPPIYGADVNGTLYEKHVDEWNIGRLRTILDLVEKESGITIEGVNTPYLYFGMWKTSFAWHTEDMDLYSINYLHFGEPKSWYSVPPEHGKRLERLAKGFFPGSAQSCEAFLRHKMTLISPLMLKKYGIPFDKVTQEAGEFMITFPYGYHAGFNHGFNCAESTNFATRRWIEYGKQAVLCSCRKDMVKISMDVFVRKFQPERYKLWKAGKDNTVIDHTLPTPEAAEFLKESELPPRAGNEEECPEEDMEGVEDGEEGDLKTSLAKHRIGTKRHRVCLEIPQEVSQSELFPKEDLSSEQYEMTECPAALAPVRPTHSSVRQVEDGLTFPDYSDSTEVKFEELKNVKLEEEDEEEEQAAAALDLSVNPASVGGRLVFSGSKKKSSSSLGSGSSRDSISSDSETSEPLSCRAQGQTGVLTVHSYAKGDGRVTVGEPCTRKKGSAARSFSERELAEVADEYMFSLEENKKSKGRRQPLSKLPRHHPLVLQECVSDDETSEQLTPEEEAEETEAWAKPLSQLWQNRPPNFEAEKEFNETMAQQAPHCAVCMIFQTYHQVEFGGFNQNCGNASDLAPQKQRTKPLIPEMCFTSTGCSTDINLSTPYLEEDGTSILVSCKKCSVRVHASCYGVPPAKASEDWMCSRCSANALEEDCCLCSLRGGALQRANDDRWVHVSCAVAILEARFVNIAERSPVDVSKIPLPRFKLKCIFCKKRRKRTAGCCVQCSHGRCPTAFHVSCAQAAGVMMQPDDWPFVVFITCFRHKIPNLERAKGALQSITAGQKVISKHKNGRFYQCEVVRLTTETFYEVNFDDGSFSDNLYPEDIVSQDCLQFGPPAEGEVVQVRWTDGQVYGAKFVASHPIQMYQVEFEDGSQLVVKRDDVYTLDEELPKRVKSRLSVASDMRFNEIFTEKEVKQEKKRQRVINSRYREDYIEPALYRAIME
# RGS4 inhibitor: Inhibitors of Regulator of G Protein Signaling (RGS) 4: qHTS | AID 504845, 2011 | Regulator of G-protein signaling 4 (Homo sapiens), P49798 | 0.039% of 390,000 active | Transcreener GDP fluorescence polarization, RGS4-accelerated GTP hydrolysis | Potency, µM (series often up to 114 µM), without a hit: at the top dose activity change, negative = inhibition, actives largely listed as inhibitors; further: on the % scale 0 is the no-effect control and ±100 the full control effect; nearly all actives have a fitted effect of over 75% in size; some results filed as inactive show a strong effect at the top dose
#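 MLSMR compounds (23 nl, pin-transferred) preincubated 10 min at room temperature with a 500nM (2x) first reagent, then RGS4 at 900nM (2x) plus Transcreener GDP mix added; fluorescence polarization (620/688 nm) read before and after 90 min at 30 °C.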
# GLS inhibitor: qHTS for Inhibitors of Glutaminase (GLS); Potency, µM (series often up to 45.5 µM), for the others: top-dose activity change, negative = inhibition, most hits filed as inhibitors; 0.21% of 410,000 active; AID 624170, 2012; GLS enzymatic activity, qHTS titration; further: on the % scale 0 is the no-effect control and ±100 the full control effect
#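 Coupled fluorescence readout: glutamate oxidase/HRP/Amplex Red detect glutamate formed by hKGA from L-glutamine (1 mM solution added). Buffer 45 mM KH2PO4 pH 8.2, 0.02% Tween-20; reads at t0 and 30 min RT.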
# HP1b binding inh: HTS for Inhibitors of HP1-beta Chromodomain Interactions with Methylated Histone Tails; Chromobox protein homolog 1 (Homo sapiens), P83916; AlphaScreen HP1-beta / biotin-H3K9me3 peptide binding; Potency, µM (highest dose often 114 µM), for the others: at the top dose activity change, negative = inhibition, actives largely listed as inhibitors; 0.56% of 390,000 active; AID 540317, 2011; further: nearly all actives have a fitted effect of over 70% in size; inactives centre near 23
#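 HP1-beta protein (50 nM final) preincubated 30 min at room temperature with biotinylated H3(1-18)K9me3 peptide (50 nM) in PBS pH 7.4, 0.01% Tween-20, then compound added for 30 min. AlphaScreen streptavidin donor/nickel chelate acceptor beads (10 ug/mL final), 30 min dark, luminescence read.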
# Starred values were filed as active, the others as inactive; i = inactive; ? = inconclusive; · = no result given; & = joins results of further samples; [ ] = dose if it differs, or a comment. Unless noted, the call rests on the fitted dose curve; in most records, active means well fitted curve in the direction sought with a large enough effect; inconclusive means small, poorly fitted or top-dose-only effect, or another doubt; inactive means no such curve, though single readings can be large; an effect the other way counts as inactive or inconclusive. Potency means the concentration at half of the fitted maximal effect.
SMILES,ALOX12 inh,rTrxR1 inhibitor,Tb PGK inh,Pin1 inhibitor,ERG-DNA inh,JMJD2A Tudor,RGS4 inhibitor,GLS inhibitor,HP1b binding inh
O=C(Nc1cccc(OC(=O)c2cccnc2)c1)c1cccnc1,22%,19%,·,?,·,4%,-5%,-17%,28%
CCN(CC)C(=O)Cn1c(=O)n(CCCC(=O)NCc2ccc3c(c2)OCO3)c(=O)c2sccc21,2%,14%[57.1 µM],-6%,1%,6%,-1%,-8%,-19%,37%
CCOC(=O)Cc1csc(SCC(=O)Nc2cccc(Cl)c2)n1,14%,-1%[57.1 µM],12%,9%,1%,-3%,-5%,-1%,48%[activator]
COc1ccc(NC(=O)c2ccco2)cc1NC(=O)c1cc(OC)c(OC)c(OC)c1,-27%,1%,-6%,8%,-4%,-7%,-13%,2%,36%[activator]
Cc1cccc(CCNC(=O)C2CCCN(S(=O)(=O)c3cccc4nsnc34)C2)c1 (centres undefined),-21%,-5%,7%,11%,-3%,-3%,6%,-2%,29%
CCOC(=O)C(C)Oc1cccc2c(=O)n(CC(=O)Nc3ccc4c(c3)OCCO4)ccc12 (centres undefined),?,17%&2%[57.1 µM],3%,8%,3%,-8%,?,-3%,26%
CCNC(=O)COC(=O)c1cc(-c2ccc(OC)cc2)nc2ccccc12,-12%,35%,-3%,-2%,-2%,-5%,-2%,0%,43%
CCCS(=O)(=O)C(=C(Nc1ccc(OC)cc1)Nc1ccc(OC)cc1)S(=O)(=O)CCC,11%,9%,-7%[11.5 µM],0%,·,-10%,-6%,11%,24%
CCOC(=O)Oc1ccc2oc(C)c(C(=O)OCCOC)c2c1,0%,-6%,-1%,-3%,-10%,4%,20%,-9%,28%
O=C(NCCc1ccccc1)C1CCC(=O)N1C1CCCC1 (centres undefined),-15%,6%[57.1 µM],3%,-3%,-1%,-3%,-6%,-6%,21%
COc1cc(C2C(C#N)=C(N)Oc3n[nH]c(C)c32)cc2c1OCO2 (centres undefined),0%,?,-3%,?,-11%,-26%,-12%,14%,23%
Cc1ccc(S(=O)(=O)N2CCC(=O)N(CCOCc3ccc(C(F)(F)F)cc3)CC2)cc1,-16%,21%,-3%,1%,4%,-6%,-5%,4%,48%[activator]
COc1ccccc1N1CCN(C(=O)c2oc3ccc(F)cc3c2C)CC1,-11%,7%,i,-2%,20%,-14%,-30%,-2%,23%
N#CN=C1SCCS1,1%,10%[57.1 µM],4%,2%,5%,?,-96%[11.4 µM],?,-8%
O=C(c1cc2ccccc2[nH]1)N1CCOCC1,2%,7%,i,-2%,-2%,-11%,12%,3%,23%
CCC12CN(C(=O)c3ccc(OC)cc3)CC(CC)(CN(C(=O)c3ccc(OC)cc3)C1)C2=O,-2%,-9%,i,3%,5%,10%,2%,0%,18%
Cc1csc2nc(O)c(C(=O)NC3CCCCCC3)c(=O)n12,-1%,8%[57.1 µM],-1%,-10%,-1%,-14%,-3%,0%,-6%
CCN(Cc1ccccc1)S(=O)(=O)CCNC(=O)c1ccc(OC)cc1,16%,11%[57.1 µM],-1%,-2%,-1%,-10%,7%,2%,25%
O=C(NC1CCCC1)c1cc(Nc2cccc(C(F)(F)F)c2)nc2ccccc12,-13%,27%[57.1 µM],-4%,-10%,-2%,15%,0%,3%,27%
O=C(Cc1ccc(N2CCNC2=O)cc1)N1CCCC(Nc2ccc(F)c(F)c2)C1 (centres undefined),31%[activator],9%,-6%,-13%,-2%,-22%,6%,20%,14%

# Profiles, looked up by structure. Screens in order: ALOX12 inh	rTrxR1 inhibitor	Tb PGK inh	Pin1 inhibitor	ERG-DNA inh	JMJD2A Tudor	RGS4 inhibitor	GLS inhibitor	HP1b binding inh
# CCOC(=O)Cc1csc(SCC(=O)Nc2cccc(Cl)c2)n1 across the screens: 14%	-1%[57.1 µM]	12%	9%	1%	-3%	-5%	-1%	48%[activator]
# O=C(Nc1cccc(OC(=O)c2cccnc2)c1)c1cccnc1 across the screens: 22%	19%	·	?	·	4%	-5%	-17%	28%
# O=C(NC1CCCC1)c1cc(Nc2cccc(C(F)(F)F)c2)nc2ccccc12 across the screens: -13%	27%[57.1 µM]	-4%	-10%	-2%	15%	0%	3%	27%

# (next part)
SMILES,ALOX12 inh,rTrxR1 inhibitor,Tb PGK inh,Pin1 inhibitor,ERG-DNA inh,JMJD2A Tudor,RGS4 inhibitor,GLS inhibitor,HP1b binding inh
CNS(=O)(=O)c1cccc(C(=O)OCC(=O)N2CC(C)OC(C)C2)c1 (centres undefined),-21%,15%,6%,-4%,-6%,-1%,9%,0%,23%
COc1ccc(OC)c(NC(=O)CC(Cc2ccccc2OC)C(=O)O)c1 (centres undefined),-17%,17%,-3%,-4%,0%,-3%,18%,3%,5%
Cc1nnc(SCC(=O)N2CCCC(C(=O)c3ccc(Cl)cc3)C2)o1 (centres undefined),8%,15%[57.1 µM],-2%,-1%,-2%,-11%,-14%,-6%,28%
Nc1cc(N)cc(C(=O)Nc2ccc3c(c2)C(=O)NC3=O)c1,7%,15%,i,4%,16%,-31%,-17%,7%,-7%
COc1ccc2oc(=O)c(C(=O)N3c4ccccc4CC3C)cc2c1 (centres undefined),-24%&15%,8%,-5%,-1%,-7%,-22%,23%,5%,19%
Cc1cc(C)cc(NC(=O)C2CCCN2C(=O)NC2CCCCC2)c1 (centres undefined),-2%,2%,i,-10%,14%,-12%,5%,-4%,19%
COc1ccccc1N1CCN(CCCCOc2ccc(F)cc2)CC1,?,4%[57.1 µM],i,-6%,-6%,?,-21%,56%[activator],14%
CCOC(=O)C1=C(C)OC(N)=C(C#N)C1c1cccs1 (centres undefined),-16%,10%[57.1 µM],-9%,-2%,4%,-4%[57.1 µM],-21%,-1%,31%
Cn1cnc(S(=O)(=O)N2CCC(C(=O)N3CCN(c4ccc(Cl)cc4)CC3)CC2)c1,?,13%[57.1 µM],9%,0%,-4%,-7%,16%,8%,19%
COc1ccc(OC)c(-c2c(C#N)c(N)nc3c2c(=O)nc2sccn23)c1,7%,9%[57.1 µM],-1%,-1%,6%,-20%,-39%,42%[activator],50%[activator]
O=C(CN1CCN(S(=O)(=O)c2ccc3ccccc3c2)CC1)Nc1ccc(N2CCOCC2)cc1,-6%,27%,-6%,-9%,5%,-44%,7%,11%,-9%
CCN(CC)S(=O)(=O)c1ccc(Cl)c(NC(=O)CCCCl)c1,-17%,18%,-2%,-3%,1%,-2%,6%,1%,36%
Cc1ccc(C(=O)C(C)OC(=O)C2CC(=O)N(C3CCCCC3)C2)cc1 (centres undefined),-10%,5%,-9%,-6%,3%,-19%,-10%,0%,15%
O=C(O)CNC(=S)N(Cc1cccs1)C1CCCCC1,-22%,-9%,3%,-6%,-2%,-4%,-14%,21%,34%
CC(C)=CCc1c(O)cc2oc3c(CC=C(C)C)c(O)c(O)c(CC=C(C)C)c3c(=O)c2c1O,?,18%[57.1 µM],-2%,?,1%,50µM*,-23%,6%,4%
CCOC(=O)N1CCN(CC(O)COCc2cc(OC)c(OC)c(OC)c2)CC1 (centres undefined),10%,-10%,-3%,-6%,-10%,-9%,4%,7%,18%
COc1cccc(CN2CC(C(=O)NCCn3ccc(C)n3)CCC2=O)c1 (centres undefined),-2%,-8%,i,-7%,-7%,-15%,23%,6%,14%
FC(F)(F)c1ccccc1/C=N/Nc1ccccn1,1%,-6%,3%,1%,-5%,-22%,-3%,74%[activator],32%
Cc1ccc(S(=O)(=O)NCc2ccc(C(=O)NC3CC3)cc2)cc1,8%,-13%,i,-11%,2%,-9%,12%,3%,16%
OCc1cn(-c2ccccc2)nc1-c1ccc(Br)cc1,-22%,24%,6%,1%,9%,5%,-3%,-2%,54%[activator]
CCc1ccc(-c2nn(-c3cc(Cl)ccc3[N+](=O)[O-])c(=O)c3ccccc23)cc1,?,13%,-2%,-2%,-6%,-9%,-22%,-2%,28%
COc1ccc(S(=O)(=O)N(C)C[C@H]2Oc3ccc(NS(=O)(=O)c4cccs4)cc3C(=O)N([C@H](C)CO)C[C@@H]2C)cc1,?,5%[57.1 µM],0%,-1%,2%,-24%,9%,0%,15%
COC(=O)c1ccccc1SC1CC(=O)N(c2cccc(C)c2)C1=O (centres undefined),-19%,-12%,-6%,2%,8%,-8%,-10%,3%,65%[activator]

# Of the compounds above, these have an NH in an aromatic ring:
SMILES,ALOX12 inh,rTrxR1 inhibitor,Tb PGK inh,Pin1 inhibitor,ERG-DNA inh,JMJD2A Tudor,RGS4 inhibitor,GLS inhibitor,HP1b binding inh
COc1cc(C2C(C#N)=C(N)Oc3n[nH]c(C)c32)cc2c1OCO2 (centres undefined),0%,?,-3%,?,-11%,-26%,-12%,14%,23%
O=C(c1cc2ccccc2[nH]1)N1CCOCC1,2%,7%,i,-2%,-2%,-11%,12%,3%,23%

# Some of the compounds tested, so the mix of outcomes need not match the whole.
